S1P2 blocker: blocks the human S1P2 receptor | O95136 | inhibition, % at 5 µM | AID 736 | actives 0.21% (n = 97,000) | cell-based S1P2 antagonist assay, inhibition at 5 uM; in the data active = inhibition above about 45%;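 note: CRE beta-lactamase reporter cells expressing human S1P2 stimulated with S1P; 0% = agonist at EC80 alone and 100% = agonist plus reference antagonist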
Target sequence (O95136 whole entry, looked up): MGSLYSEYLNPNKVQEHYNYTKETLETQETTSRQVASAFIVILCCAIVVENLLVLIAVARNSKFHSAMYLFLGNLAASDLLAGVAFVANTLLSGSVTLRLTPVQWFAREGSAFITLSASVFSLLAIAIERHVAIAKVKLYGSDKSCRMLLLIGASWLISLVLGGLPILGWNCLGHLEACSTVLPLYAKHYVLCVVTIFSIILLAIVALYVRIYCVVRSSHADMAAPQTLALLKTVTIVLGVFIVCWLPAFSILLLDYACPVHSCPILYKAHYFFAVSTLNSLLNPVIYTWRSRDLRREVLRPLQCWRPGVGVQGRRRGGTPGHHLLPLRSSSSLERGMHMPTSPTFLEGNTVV
DAT uptake mod: modulates human dopamine transporter uptake under cocaine. actives 1.3% (n = 110,000). B-score at 10 µM. Q01959. LLC-PK1 hDAT cells, [14C]-dopamine uptake with cocaine IC80; actives deviate in either direction;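 active = Z score or B-score, a plate-position-corrected score, falls beyond the plate's 99.7% confidence bounds, in either direction; inactive = both scores lie inside the 99.7% bounds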;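 note: scored against the spread of the other compound wells on the same plate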
Target sequence (Q01959 whole entry, looked up): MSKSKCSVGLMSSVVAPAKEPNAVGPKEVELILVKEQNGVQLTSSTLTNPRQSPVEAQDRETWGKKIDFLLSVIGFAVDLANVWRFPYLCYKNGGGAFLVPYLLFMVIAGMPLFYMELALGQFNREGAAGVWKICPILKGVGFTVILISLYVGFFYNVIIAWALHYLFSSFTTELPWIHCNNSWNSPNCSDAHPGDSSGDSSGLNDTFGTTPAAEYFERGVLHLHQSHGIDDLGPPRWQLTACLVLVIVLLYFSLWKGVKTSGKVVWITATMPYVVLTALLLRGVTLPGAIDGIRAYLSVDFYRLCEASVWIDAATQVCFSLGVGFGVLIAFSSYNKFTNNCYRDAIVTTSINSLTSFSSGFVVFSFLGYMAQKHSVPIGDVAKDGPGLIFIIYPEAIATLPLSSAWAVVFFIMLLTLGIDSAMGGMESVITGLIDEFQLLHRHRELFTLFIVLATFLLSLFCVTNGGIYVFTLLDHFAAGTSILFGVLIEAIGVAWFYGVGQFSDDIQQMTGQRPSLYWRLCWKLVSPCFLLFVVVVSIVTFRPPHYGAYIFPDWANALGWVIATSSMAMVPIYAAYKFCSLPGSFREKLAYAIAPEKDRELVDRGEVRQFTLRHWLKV
PostGolgi ctrl: growth of the yeast control strain, post-Golgi counter-screen; efflux-deficient yeast background strain, growth absorbance A615, 16 h; inhibition, % at 10 µM; actives 5% (n = 98,000)
PostGolgi yeast: growth inhibition of a yeast mutant, post-Golgi transport screen. inhibition, % at 10 µM. post-Golgi transport phenotypic cell assay. actives 0.9% (n = 98,000);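 note: yeast cells grown in 1536-well plates; yeast grown about 18 h at 30C before absorbance read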
E coli WT exp: E. coli BW25113 growth inhibition, expanded screen | OD600 absorbance | growth inhibition, % at 100 µM | actives 0.15% (n = 98,000) | AID 710;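 active = growth inhibition above about 50% at one test dose, limit read from the data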;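 note: growth measured after 20 h incubation at 37 °C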
Fibroblast inh: blocks proliferation of human lung fibroblasts; LL 47 human lung fibroblast viability, ATP luminescence; stronger effect = lower value; actives 1.1% (n = 85,000); viability, % at 10 µM;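 active = viability at or below 50% in the single dose screen; inactive = viability above 50%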;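 note: compound exposure lasted 72 h before the ATP readout; 100% = median luminescence of untreated cell-only wells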
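Material: human LL 47 lung fibroblast cells; quantity: 1,150 cells/well; medium: IMEM plus 15% FBS; doses: 0.1% DMSO in all compound wells; timing: overnight attachment after seeding, then 72 h compound exposure at 37 °C; detection: CellTiter-Glo luminescence; measure: % viability of median cell-only signal; controls: cell-only wells, no compound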
HUVEC inhibit: blocks proliferation of human endothelial cells | actives 1.1% (n = 86,000) | AID 648 | viability, % at 10 µM (by protocol) | HUVEC proliferation, CellTiter-Glo luminescence, 72 h; stronger effect = lower value;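 active = viability at or below 30%; inactive = viability above 30%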;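 note: 100% = median luminescence of DMSO-only cell control wells on each plate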
S1P2 ag: S1P2 (human) receptor agonism | S1P2-expressing cell line, agonist reporter read-out | actives 0.46% (n = 97,000) | AID 729 | activation, % at 4.5 µM; in the data active = activation above about 16%;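 note: 0% = vehicle low control and 100% = maximal reference agonist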
H69AR inhibit: blocks growth of human H69AR lung tumor cells; actives 6% (n = 85,000); H69AR lung tumor viability, ATP luminescence, 72 h; stronger effect = lower value; viability, % at 10 µM; AID 598;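 active = viability at or below 40%; inactive = viability above 40%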;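 note: multidrug resistant small cell line overexpressing MRP-1 efflux transporter; 100% = mean luminescence of untreated control wells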
* marks the source's active call; other numbers are inactive results; x = no result given. Cut-off read from the data, not from the text of the source, unless noted: active = inhibition above about 30%; inactive = the rest. An excerpt (hit frequency here may not be typical).

SMILES | S1P2 blocker | DAT uptake mod | PostGolgi ctrl | PostGolgi yeast | E coli WT exp | Fibroblast inh | HUVEC inhibit | S1P2 ag | H69AR inhibit
Cc1c(NC(=O)C(C)OC(=O)Cc2ccccc2)c(=O)n(-c2ccccc2)n1C (stereo not drawn) | 1 | 0.02 | -3 | -7 | -1 | x | x | -8 | x
COc1ccccc1N(CC(=O)NC1CCCCC1)C(=O)c1cnn(C(C)C)c1 | -13 | 0.91 | 7 | 7 | 0 | 112 | 101 | -8 | 88
CC(=O)OC1N=C(c2ccccc2)c2ccccc2NC1=O (stereo not drawn) | 15 | -0.074 | 17 | -3 | 4 | 99 | 89 | -8 | 101
CCOc1ccccc1-n1c(O)c(C=NCc2ccc3c(c2)OCO3)c(=O)[nH]c1=O | -21 | -0.022 | 1 | -3 | -6 | 96 | 97 | -4 | 101
Cc1c(C(=O)N2CCC3(CC2)OCCO3)sc2ncnc(N3CCN(c4ccccn4)CC3)c12 | x | 1.1 | -13 | 9 | 4 | 91 | 66 | x | 69
CN1CCN(C(=O)COc2ccc3ccccc3c2Br)CC1 | x | 0.18 | 28 | 1 | 2 | 98 | 82 | x | 89
Clc1ccccc1CN1CCN(c2ccccc2)CC1 | 15 | 0.48 | 2 | -4 | 15 | 90 | 98 | 0 | 95
O=C1CCCC2C3CCCN4CCCC(CN12)C34 (stereo not drawn) | 6 | 0.88 | -9 | -2 | 6 | 102 | 94 | -4 | 103
CCCC(=O)Nc1ccc(N2CCN(CC)CC2)c(Cl)c1 | -35 | 0.21 | 2 | 10 | 0 | x | x | -7 | x
COc1nc(NC(C)C)nc(NC(C)C)n1 | -41 | -0.48 | -2 | -3 | -2 | 98 | 100 | 1 | 85
c1cc2c(cc1CCNC1C3CC4CC(C3)CC1C4)OCO2 (stereo not drawn) | -11 | -0.3 | x | x | x | 105 | 96 | -8 | 83
Cc1ccc2occ(CN3CC4CC(C3)c3cccc(=O)n3C4)c(=O)c2c1 (stereo not drawn) | x | 1.3 | 0 | -4 | 9 | 106 | 99 | x | 76
CC(=NCCCN1CCOCC1)c1c(O)[nH]c(=O)[nH]c1=O | 7 | 0.91 | 2 | -1 | -4 | 97 | 88 | -7 | 95
CC(C)OC12Oc3ccccc3C=C1N1CCC2CC1 (stereo not drawn) | 12 | -0.39 | 8 | -1 | 4 | 92 | 91 | -4 | 91
COc1ccc(OC)c(CN2CCN(C(=O)COc3cccc(C)c3)CC2)c1 | 5 | 0.17 | 4 | 8 | 3 | 92 | 115 | -4 | 76
COc1cccc(-c2nc(CS(=O)CC(=O)N3CCC4(CC3)OCCO4)c(C)o2)c1 (stereo not drawn) | 16 | x | 2 | 5 | 8 | 109 | 96 | -5 | 89
CC1=NN(c2ccccc2)C(=O)C1/C=C1\C(=O)NC(=O)N(c2cc(C)cc(C)c2)C1=O (stereo not drawn) | 10 | -3 | x | x | x | 94 | 77 | -6 | 92
Cc1ccc(N)c(C(=O)c2ccccc2)c1 | 8 | -0.7 | 3 | -1 | 12 | 94 | 114 | -2 | 104
CCc1cccc2c(C#N)cn(CC(=O)N3CCOCC3)c12 | 5 | 0.88 | 4 | 3 | 7 | x | 100 | -6 | 86
Nc1ccccc1C(=O)OCC(=O)Nc1ccc(Br)cc1F | 2 | -0.4 | -1 | -7 | 0 | x | x | -10 | x
Cc1ccccc1C(O)(Cc1ccccc1)C1CN2CCC1CC2 (stereo not drawn) | 1 | 0.21 | 4 | 4 | -7 | 71 | 48 | -3 | 42
CC(=O)N(C1=NCCCS1)c1ccc(F)cc1 | x | -0.3 | 7 | 25 | -3 | 104 | 86 | x | 89
CNCCc1c[nH]c2ccccc12 | x | 0.41 | x | x | x | 99 | 104 | x | 89
O=C(Nc1ccc2c(c1)OCO2)c1cn(Cc2ccc(F)cc2)nn1 | -19 | -0.63 | 11 | 5 | -1 | 105 | 58 | -5 | 80
CCOC(=O)c1c(N)n(CCN2CCOCC2)c2nc3ccccc3nc12 | -2 | -0.29 | 18 | 6 | 2 | 100 | 96 | -1 | 93
Cc1c(/C=C2/CC3C4CC=C5CC(O)CCC5(C)C4CCC3(C)C2=O)cnn1C (stereo not drawn) | 3 | x | x | x | x | 96 | 96 | -2 | 104
Nc1c(C(=O)NCCN2CCOCC2)c2nc3ccccc3nc2n1Cc1ccco1 | 13 | 1.5 | 12 | -10 | 11 | 100 | 59 | 7 | 55
Cc1ccc(C2SCC(=O)Nc3c2c(=O)[nH]n3C2CCOC(C)(C)C2)cc1 (stereo not drawn) | -2 | -0.0012 | -4 | -1 | 7 | 100 | 105 | -2 | 92
CCC(=NCc1cccnc1)c1c(O)n(C2CCCCC2)c(=O)[nH]c1=O | -2 | 0.7 | 14 | 13 | 4 | 94 | 98 | -8 | 73
CCn1c(O)c(C=Nc2ccc(N3CCOCC3)c(Br)c2)c(=O)n(CC)c1=S | 17 | x | 37* | 1 | -5 | x | x | -6 | x

Single records, as listed above. Order of values: S1P2 blocker	DAT uptake mod	PostGolgi ctrl	PostGolgi yeast	E coli WT exp	Fibroblast inh	HUVEC inhibit	S1P2 ag	H69AR inhibit
CC1=NN(c2ccccc2)C(=O)C1/C=C1\C(=O)NC(=O)N(c2cc(C)cc(C)c2)C1=O (stereo not drawn) reads 10	-3	x	x	x	94	77	-6	92
CCC(=NCc1cccnc1)c1c(O)n(C2CCCCC2)c(=O)[nH]c1=O reads -2	0.7	14	13	4	94	98	-8	73
Cc1ccc(C2SCC(=O)Nc3c2c(=O)[nH]n3C2CCOC(C)(C)C2)cc1 (stereo not drawn) reads -2	-0.0012	-4	-1	7	100	105	-2	92
CNCCc1c[nH]c2ccccc12 reads x	0.41	x	x	x	99	104	x	89
CC(=O)N(C1=NCCCS1)c1ccc(F)cc1 reads x	-0.3	7	25	-3	104	86	x	89

Remaining list, next part
SMILES | S1P2 blocker | DAT uptake mod | PostGolgi ctrl | PostGolgi yeast | E coli WT exp | Fibroblast inh | HUVEC inhibit | S1P2 ag | H69AR inhibit
Cc1ccc(N2C(=O)NC(=O)C3(Cc4ccccc4N4CCCC43)C2=O)cc1 (stereo not drawn) | 6 | -1 | -1 | 3 | -8 | 102 | 95 | -2 | 89
Cc1nc2cc(-c3ccccc3)nn2c(C)c1CCC(=O)N1CCC2(CC1)OCCO2 | x | 0.36 | 16 | 9 | 2 | 95 | 88 | x | 64
CC1(C)CC(=O)C=C(NCCN2CCN(C(=O)Cc3ccc(Cl)cc3)CC2)C1 | -9 | -0.23 | x | x | x | 98 | 99 | -2 | 87
CCN(CC)c1ccc(/C=C2/C(=O)NC(=O)N(CC3CCCO3)C2=O)cc1 (stereo not drawn) | 26 | 0.92 | -4 | 3 | 7 | x | x | -3 | x
CCN(CC)CCCN=Cc1c(O)n(-c2cccc(C)c2C)c(=O)[nH]c1=O | 20 | 0.061 | -4 | 0 | -3 | 98 | 97 | -2 | 103
Cn1c(O)c(C=NCCCN2CCCC2=O)c(=O)n(C)c1=O | -10 | -0.076 | 3 | 14 | 1 | 104 | 105 | -8 | 107
CC(C)=CCC12CN3CCN(CC(C3)C1=O)C2 | -2 | -0.28 | -12 | -8 | 2 | 107 | 104 | 0 | 108
CCC(=NC1CC1)c1c(O)n(C2CCCCC2)c(=O)[nH]c1=O | -16 | -0.68 | 28 | -3 | 6 | 89 | 89 | -3 | 80
C=Cn1ccnc1P(=S)(c1ccc(N(C)C)cc1)c1nccn1C=C | -6 | -0.15 | 30 | -7 | -6 | 91 | 100 | -5 | 64
c1ccc(C2N3CCCN23)cc1 (stereo not drawn) | 2 | -0.37 | 7 | 16 | 5 | 97 | 96 | -7 | 102
O=C(COC(=O)Cc1ccccc1)NC12CC3CC(CC(C3)C1)C2 | 4 | -0.71 | 26 | 2 | 9 | 97 | 100 | -4 | 99
CCCS(=O)(=O)N1CCCC(C(=O)N2CCC3(CC2)OCCO3)C1 (stereo not drawn) | 0 | 0.032 | -4 | -7 | -2 | 103 | 98 | -3 | 100
C=CCN1C(=O)C2(C(C(=O)OCC)=C(N)Oc3c2c(=O)oc2ccccc32)c2ccccc21 (stereo not drawn) | -2 | -0.19 | 10 | 1 | 5 | 96 | 101 | -3 | 80
CC(=NCc1cccnc1)c1c(O)n(Cc2ccccc2)c(=O)[nH]c1=O | 15 | 1.5 | x | x | x | 112 | 103 | -4 | 81
CCn1c(C)c(C(=O)O)c2cc(OC)ccc21 | 5 | -0.4 | 5 | -5 | 5 | 100 | 96 | -8 | 81
COc1cccc(OC)c1C(=O)Nc1nc(N)n(-c2ccccc2)n1 | -7 | 1.3 | 1 | -6 | -4 | 103 | 95 | -4 | 92
Cc1cc(C)cc(N2C(=O)NC(=O)/C(=C\c3cccn3-c3ccc(Cl)cc3)C2=O)c1 | 35 | -0.53 | -2 | 4 | -8 | x | x | -7 | x
CC(C(=O)Nc1ccc(Br)cc1C(=O)c1ccccc1)N1CCOCC1 (stereo not drawn) | -7 | 0.84 | 1 | -3 | -5 | 103 | 101 | -4 | 89
CN1C(=O)C(C2c3ccccc3C(=O)N2Cc2ccc([N+](=O)[O-])cc2)C(=O)N(C)C1=O (stereo not drawn) | -2 | -0.32 | -1 | -2 | -2 | 107 | 95 | -12 | 101
CCOC(=O)c1c(-c2ccc(OC)cc2)oc2ccc(OC(=O)N(C)C)cc12 | -12 | -0.24 | 20 | -4 | -12 | 103 | 72 | -7 | 33*
C=C(C)c1cccc(C(C)(C)NC(=O)NC2CN3CCC2CC3)c1 (stereo not drawn) | x | -0.06 | 4 | 6 | 1 | 102 | 96 | x | 114
Cc1ccc(Cl)cc1N1CCN(CCN)CC1 | 6 | -1.2 | 23 | -1 | 32 | x | x | -13 | x
CCC(=O)CC(c1ccc([N+](=O)[O-])cc1)c1c(O)c2ccccc2oc1=O (stereo not drawn) | 11 | -0.73 | 2 | -5 | 0 | x | x | -8 | x
C/C(CCc1c[nH]c2ccccc12)=N\O | 4 | -0.03 | 10 | -3 | 6 | 102 | 88 | -1 | 79
CC1(C)C(c2ccccc2)=NC(c2cccnc2)N1O (stereo not drawn) | -30 | 1 | 4 | -4 | -1 | 93 | 91 | -3 | 94
CN(C)CC#CCOCCOCCC#N | -4 | 1.9 | -3 | -3 | -3 | 109 | 95 | -5 | 98
COc1ccccc1N1C(=O)NC(=O)C2(Cc3cc(C)ccc3N(C)C2)C1=O (stereo not drawn) | 4 | 0.14 | -5 | -2 | 1 | 89 | 85 | -4 | 93
Cc1nc2c(c(C)nn2-c2ccccc2)c(C)c1CCC(=O)N1CCC2(CC1)OCCO2 | x | 1.4 | 34* | 8 | 0 | 95 | 90 | x | 83
CC1CN(c2ccc([N+](=O)[O-])c3cccnc23)CC(C)N1 (stereo not drawn) | 23 | -0.34 | -5 | 17 | 7 | x | x | -9 | x
CCCC(=O)NC(Oc1ccccc1Cl)C(Cl)(Cl)Cl (stereo not drawn) | -16 | 1 | 4 | 14 | 9 | x | x | -1 | x
C=CCn1c(O)c(C(C)=NCCN2CCCCC2)c(=O)[nH]c1=O | 17 | 1.1 | 12 | 3 | -3 | 112 | 102 | -1 | 94
FC(F)(F)c1ccc2c(c1)N(CCCN1CCN(CCCl)CC1)c1ccccc1S2 | 10 | -0.46 | -1 | -2 | 18 | 89 | 37 | -5 | 1.4*
C=CCOc1ccc(CC2C(=O)N(C)C(=O)N(C)C2=O)cc1 | 0 | -0.12 | 8 | -14 | 0 | 101 | 91 | -1 | 82
CCOC(=O)C(=O)NC1CCSC1=O (stereo not drawn) | -22 | 0.96 | 6 | 2 | 5 | 108 | 102 | -7 | 90
CCOC(=O)c1ccc(NC(=O)C2C3C=CC(O3)C2C(=O)O)cc1 (stereo not drawn) | 14 | 0.85 | 2 | 0 | -1 | 96 | 94 | -6 | 94

Bioassay records deposited in PubChem by several laboratories.
